inhibitors of VEEV = inhibitors of VEEV TC-83 cytopathic effect, confirmation, Vero cells (AID 588727); 350,000 compounds, 0.13% hits; Vero cells, VEEV TC-83 cytopathic effect inhibition; higher % means a stronger effect; one-dose inhibition, % at 20 µM; IC50 in µM for titrated hits; in the data active means a potency from the dose series; inconclusive means inhibition mostly from about 14% at the one dose, without a potency; inactive means the rest, 99 in 100 with inhibition below about 12%; further: strong numbers were not always called active
H37Rv inhibition = M. tuberculosis growth inhibition, HTS (AID 449762). M. tuberculosis H37Rv growth inhibition, 7H9 media; higher % means a stronger effect. inhibition, % at 25 µM; hits with a dose series show IC50 in µM. 330,000 compounds, 0.59% hits; in the data active means a potency from the dose series; inconclusive means inhibition above about 70% without an active follow-up result;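 further: bacterial growth assessed after seven days of incubation; strong numbers were not always called active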
Salmonella PhoP GFP = PhoP regulon inhibitors, Salmonella typhi PhoP promoter GFP reporter, confirmatory (AID 1850) | 310,000 compounds, 0.33% hits | inhibition, % at 50 µM; hits with a dose series show IC50 in µM | Salmonella Typhi PhoP-promoter GFP reporter, fluorescence, 4 h; higher % means a stronger effect; in the data active means a potency from the dose series; inconclusive means inhibition mostly from about 25% at the one dose, without a potency; inactive means the rest, 99 in 100 with inhibition below about 19%;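 further: 0% = induced wells with vehicle and 100% = uninduced wells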
tuberculosis growth = growth inhibition of non-replicating M. tuberculosis (AID 488890) | Mycobacterium tuberculosis non-replicating, growth inhibition; higher % means a stronger effect | inhibition, % at 25 µM; hits with a dose series show IC50 in µM | 320,000 compounds, 0.39% hits; in the data active means a potency from the dose series; inconclusive means inhibition mostly from about 82% at the one dose, without a potency; inactive means the rest, 99 in 100 with inhibition below about 76%;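 further: plate controls were DMSO cells for no effect and high antibiotic wells for full effect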
influenza NS1A = H1N1 influenza NS1A inhibitors, functional cell based assay (AID 504329). NS1A functional cell-based assay, percent inhibition; higher % means a stronger effect. one-dose inhibition, % at 12.5 µM; IC50 in µM for titrated hits. 340,000 compounds, 0.3% hits; in the data active means a potency from the dose series; inconclusive means inhibition above about 27% without an active follow-up result; further: strong numbers were not always called active
inhibitors of VEEV 10K pilot screen = also measured in inhibitors of VEEV; calls as there; inhibition, %; measured here: 10K pilot screen inhibition
* hit, by the source's call; i = inactive; u = inconclusive; x = not tested or not shown.

SMILES	inhibitors of VEEV	H37Rv inhibition	Salmonella PhoP GFP	tuberculosis growth	influenza NS1A	others
Cc1cccc(NS(=O)(=O)c2ccc3c(c2)OCCO3)c1	1.0%	9%	10%	14%	-8%
Cc1ccccc1-c1ccc(C(=O)NCc2ccccc2)o1	i	-1%	-11%	44%	11%
CC(C)CC1=NN(C(=O)c2ccco2)C(O)(C(F)(F)F)C1 (stereo not given)	0.9%	16%	2%	u	-18%
CC(C)c1nc2sc3c(NCc4ccccc4)ncnc3c2c2c1COC(C)(C)C2	0.2%	1%	0%	4%	-15%
COC(=O)C1=C(C)N(Cc2ccccc2)C(=NCCc2cccnc2)N[C@H]1c1ccc(Br)cc1	i	u	x	u	12%
O=C(O)/C=C\C(=O)Nc1cccc(NC(=O)c2ccccc2)c1	1.9%	0%	13%	2%	-2%
Cc1ccc(CNC(=O)c2cccnc2Cl)cc1	0.7%	6%	0%	-5%	3%
O=C1CC(/C=C/c2ccccc2)(C(=O)NC2CCCC2)N1c1ccc(S(=O)(=O)N2CCCC2)cc1 (stereo not given)	i	0%	1%	-1%	2%
O=S(=O)(c1ccc(OC(F)(F)F)cc1)N1CCCC(c2ccccc2)C1 (stereo not given)	1.8%	18%	-1%	-6%	-2%
O=C1c2ccccc2S(=O)(=O)N1Cc1cc(=O)n2ccsc2n1	0.6%	-6%	3%	-7%	-5%
N#Cc1ccsc1NC(=O)COC(=O)CCS(=O)(=O)c1ccccc1	i	-3%	x	-10%	1%
COc1ccc(/C=C/CN2CCC(CO)(Cc3ccccc3Cl)CC2)cc1	6.8%	23µM*	3%	71%	7%
Cc1ccc2n(n1)c(=O)c(Cc1ccccc1)c([O-])[n+]2-c1ccccc1	1.0%	-1%	-14%	-3%	-8%
CCCC(=O)NCCc1nc2ccccc2n1CC(=O)c1ccccc1	i	-5%	10%	-3%	2%	inhibitors of VEEV 10K pilot screen=1.1
Cc1cccc(C)c1OCCN1CCCC1	i	1%	-1%	0%	-15%
OCC1(Cc2ccccc2)CCN(C2CCN(c3ccc(F)c(F)c3)CC2)CC1	i	-3%	10%	10%	5%
O=C(O)CCC(=O)Nc1ccc(SSc2ccc(NC(=O)CCC(=O)O)cc2)cc1	1.6%	4%	-17%	2%	1%
CC(=O)N1CCOc2ccc(S(=O)(=O)N3CCC(C(=O)NCc4ccc(C)cc4)CC3)cc21	i	2%	8%	7%	-1%
O=C(c1ccc2c(c1)OCCCO2)N1CCCCC1	1.0%	-7%	-4%	2%	-20%
CC(C)Cc1nc2sc3c(SCC(N)=O)ncnc3c2c2c1CCC2	0.7%	-4%	-8%	-13%	-5%
CCCCc1ccc(S(=O)(=O)Nc2cc(C)on2)cc1	i	-5%	5%	24%	-3%
O=C(c1cccn2c(=O)c3cc(Cl)ccc3nc12)N1CCC2(CC1)OCCO2	2.9%	x	-7%	x	16%
O=C(CSc1ccccc1)N1CCN(c2ccccn2)CC1	0.6%	0%	-11%	69%	14%
Cc1nc2ccc(NC(=S)NC3CC3)cc2nc1C	1.3%	-15%	-4%	u	-7%
O=C(CNC(=S)N(Cc1ccc(F)cc1)C1CCCCC1)NCC1CCCO1 (stereo not given)	i	2%	5%	8%	5%

(next part)
SMILES	inhibitors of VEEV	H37Rv inhibition	Salmonella PhoP GFP	tuberculosis growth	influenza NS1A	others
N#Cc1ccc(/C=N/NC(=O)c2ccccc2F)cc1	0.7%	-5%	-3%	1%	-3%
CSCC[C@H](NC(=O)C1CCN(S(=O)(=O)c2ccc(C)cc2)CC1)C(=O)NC1CCS(=O)(=O)C1 (stereo not given in full)	i	0%	-1%	-4%	11%
O=C(Nc1ccc(F)cc1F)c1cccn1-c1ncc(C(F)(F)F)cc1Cl	1.9%	9%	1%	21%	7%
COc1ccccc1CNC(=O)C1=C(C)C(=O)OC12CCC(C)CC2 (stereo not given)	1.4%	1%	-5%	19%	-1%
COc1cc(OC)cc(C(C(=O)NCc2ccccc2)N(Cc2ccco2)C(=O)c2ccno2)c1 (stereo not given)	8.9%	8%	-4%	9%	9%
COc1cc(NC(=O)C(C)N2CCN(C(=O)C3CC3)CC2)cc(OC)c1 (stereo not given)	0.2%	5%	x	-16%	-4%
O=C1/C(=C\c2cccc(O)c2O)SC(=S)N1Cc1ccccc1	11%	16%	-3%	-38%	12%
COc1ccccc1N/C(=N/S(=O)(=O)c1ccc(C)cc1)c1ccccc1	1.6%	5%	9%	65%	10%
CCCCCCCCC(=O)N/N=C(\C)c1ccco1	1.3%	32%	1%	x	-2%
COc1ccc(C(=O)c2c(C)c(CCC#N)n3ccccc23)c(OC)c1	4.3%	11%	10%	11%	-1%
C(=N\n1cnnc1)/c1ccc(OCc2cccc3ccccc23)cc1	5.4%	45%	13%	39%	5%
N#Cc1nc(COc2ccccc2Cl)oc1NCc1cccnc1	i	5%	1%	10%	-7%
Cc1cn(C(=O)CN2C(=O)c3ccccc3C2=O)c(C)n1	0.7%	x	x	x	4%
COc1cccc2cc(C(=O)C3=C(O)C(=O)N(CCN4CCOCC4)C3c3ccc(Cl)cc3)oc12 (stereo not given)	13%	-3%	-25%	22%	8%
N#Cc1c2n(c(=S)n(-c3ccccn3)c1=O)CCCCC2	8.1%	-7%	-4%	-10%	6%
Cc1c(Br)cc(C(=O)O)c(C)c1C	1.4%	3%	8%	-7%	8%
CCN1CCN(c2ccc(NC(=O)c3ccc4c(c3)OCCO4)cc2C)CC1	4.3%	x	x	x	-4%
Cc1cc(N/N=C\c2ccc(Br)cc2)nc(-n2nc(C)cc2C)n1	i	u	1%	u	-2%
Cc1occc1-c1nnc(SCc2nnc(-c3ccc(Cl)cc3)o2)n1C	1.1%	-7%	7%	22%	4%
Cc1cc(C)nc(N/N=C/c2ccccc2)n1	1.0%	-3%	-1%	17%	0%
COc1ccc(Cn2c(=O)[nH]c3cc(C(=O)NC4CCN(Cc5ccccc5)CC4)ccc32)cc1	2.3%	57%	7%	19%	-4%
O=c1nc2ccc(Cl)cn2c2ccc(S(=O)(=O)N3CCOCC3)cc12	1.0%	3%	9%	3%	4%
COCCOC(=O)c1c(C)oc2ccc(NS(=O)(=O)c3ccccc3)cc12	0.9%	5%	-6%	15%	-3%
COCCNC(=O)c1cc(-c2ccccc2)nn1CC1CC(c2cccc([N+](=O)[O-])c2)=NO1 (stereo not given)	4.8%	0%	12%	-12%	13%
Cn1c(CCNC(=O)c2ccco2)nc2cc(NC(=O)NC3CCCCC3)ccc21	6.9%	-3%	-4%	-1%	18%

Five entries drawn at random from the list so far:
SMILES	inhibitors of VEEV	H37Rv inhibition	Salmonella PhoP GFP	tuberculosis growth	influenza NS1A	others
COc1ccc(Cn2c(=O)[nH]c3cc(C(=O)NC4CCN(Cc5ccccc5)CC4)ccc32)cc1	2.3%	57%	7%	19%	-4%
N#Cc1nc(COc2ccccc2Cl)oc1NCc1cccnc1	i	5%	1%	10%	-7%
COc1ccccc1CNC(=O)C1=C(C)C(=O)OC12CCC(C)CC2 (stereo not given)	1.4%	1%	-5%	19%	-1%
Cc1occc1-c1nnc(SCc2nnc(-c3ccc(Cl)cc3)o2)n1C	1.1%	-7%	7%	22%	4%
Cc1cc(N/N=C\c2ccc(Br)cc2)nc(-n2nc(C)cc2C)n1	i	u	1%	u	-2%

The list goes on.
SMILES	inhibitors of VEEV	H37Rv inhibition	Salmonella PhoP GFP	tuberculosis growth	influenza NS1A	others
COc1ccc(CCN(CC(=O)NC2CCCC2)C(=O)Cn2nnc(-c3ccc(C)o3)n2)cc1OC	1.0%	7%	3%	18%	4%
CCN(CC)CCNCC(O)(c1ccc(Cl)cc1)c1ccc(Cl)cc1	i	48%	12%	52%	5%
COCCNc1cc(C)c(C#N)c2nc3ccccc3n12	0.5%	-4%	0%	-15%	0%
CCOC(=O)c1cc(NC(=O)N(CC)CC)c(C)nc1C	i	-6%	-4%	8%	4%
C/C(=N\NC(=O)c1nn(C)c(C)c1Br)c1cccc(NC(=O)c2ccoc2C)c1	2.2%	1%	-2%	-1%	-5%
Cn1cc(C(=O)OCC2CCN(CCNS(C)(=O)=O)CC2)c2ccccc21	1.4%	-8%	-3%	4%	-5%
COCCCn1c(SCC(=O)NC(C)(C)C)nnc1-c1cccs1	0.8%	-3%	15%	-5%	-15%
CC(C)(C)NC(=O)COC(=O)c1ccccc1OCC(=O)Nc1ccc(Br)cc1	0.2%	-2%	-8%	6%	-7%
Nc1cccc(CN2CCCC2)c1	0.4%	2%	4%	1%	-9%
CCOc1ccc(NC(=O)CC2C(=O)N(c3ccccc3)C(=O)N2CCOC)cc1 (stereo not given)	1.9%	-3%	-8%	-7%	2%	inhibitors of VEEV 10K pilot screen=0.4
COc1ccccc1-n1c(SCC(=O)NC2CCS(=O)(=O)C2)nc2ccccc2c1=O (stereo not given)	1.2%	4%	x	-15%	-9%
Cc1ccc(NC(=O)CN2C(=O)c3ccccc3S2(=O)=O)c(C)c1	i	-8%	0%	-16%	1%
COc1cccc(CNC(=O)c2nnn(CC(=O)Nc3cc(Cl)ccc3C)c2N)c1	i	6%	-8%	1%	5%
Cc1ccccc1Nc1nnc(SCC(=O)NCc2ccco2)s1	1.8%	-5%	-3%	74%	1%
O=C(CS(=O)(=O)c1cn(Cc2ccc(Cl)cc2)c2ccccc12)N1CCCC1	4.8%	-11%	-3%	10%	2%
CCOc1cc(CNc2cccc3ccccc23)cc(Br)c1OCC(=O)NC(C)(C)C	1.3%	18%	-5%	-7%	-7%
CCOC(=O)CNS(=O)(=O)c1ccc(S(=O)(=O)N2CCCC2)cc1	1.4%	-2%	-1%	-5%	-10%
Cc1ccc(C)c(C(=O)COC(=O)C(C)N2C(=O)C3C4CCC(C4)C3C2=O)c1 (stereo not given)	1.8%	-2%	-8%	9%	4%
COc1ccc(-c2csc(=Nc3ccccc3)n2CCO)cc1	9.1%	5%	-1%	34%	18%	inhibitors of VEEV 10K pilot screen=8.6
Cc1ccc(/C(O)=C2\C(=O)C(=O)N(C)C2c2ccccc2[N+](=O)[O-])cc1 (stereo not given)	0.5%	4%	4%	24%	-14%

Structures shown so far that contain a nitro group on carbon (2):
SMILES	inhibitors of VEEV	H37Rv inhibition	Salmonella PhoP GFP	tuberculosis growth	influenza NS1A	others
COCCNC(=O)c1cc(-c2ccccc2)nn1CC1CC(c2cccc([N+](=O)[O-])c2)=NO1 (stereo not given)	4.8%	0%	12%	-12%	13%
Cc1ccc(/C(O)=C2\C(=O)C(=O)N(C)C2c2ccccc2[N+](=O)[O-])cc1 (stereo not given)	0.5%	4%	4%	24%	-14%

5 structures already listed, ordered by SMILES length, descending.
SMILES	inhibitors of VEEV	H37Rv inhibition	Salmonella PhoP GFP	tuberculosis growth	influenza NS1A	others
Cc1ccc(C)c(C(=O)COC(=O)C(C)N2C(=O)C3C4CCC(C4)C3C2=O)c1 (stereo not given)	1.8%	-2%	-8%	9%	4%
COc1ccccc1-n1c(SCC(=O)NC2CCS(=O)(=O)C2)nc2ccccc2c1=O (stereo not given)	1.2%	4%	x	-15%	-9%
O=C(CS(=O)(=O)c1cn(Cc2ccc(Cl)cc2)c2ccccc12)N1CCCC1	4.8%	-11%	-3%	10%	2%
CCN(CC)CCNCC(O)(c1ccc(Cl)cc1)c1ccc(Cl)cc1	i	48%	12%	52%	5%
COc1ccc(-c2csc(=Nc3ccccc3)n2CCO)cc1	9.1%	5%	-1%	34%	18%	inhibitors of VEEV 10K pilot screen=8.6
